Screens as filed in PubChem.
FBPA Giardia inh: blocks Giardia fructose-bisphosphate aldolase activity; Potency, µM (doses to about 59.6 µM), for inactives: at the highest dose activity, negative = inhibition, usual class: inhibitors; actives 0.71% (n = 290,000); purified Giardia FBPA; further: potency means the concentration at half of the fitted maximal effect; nearly all actives have a fitted effect of over 55% in size
Target sequence (A8B2U2 whole entry, looked up): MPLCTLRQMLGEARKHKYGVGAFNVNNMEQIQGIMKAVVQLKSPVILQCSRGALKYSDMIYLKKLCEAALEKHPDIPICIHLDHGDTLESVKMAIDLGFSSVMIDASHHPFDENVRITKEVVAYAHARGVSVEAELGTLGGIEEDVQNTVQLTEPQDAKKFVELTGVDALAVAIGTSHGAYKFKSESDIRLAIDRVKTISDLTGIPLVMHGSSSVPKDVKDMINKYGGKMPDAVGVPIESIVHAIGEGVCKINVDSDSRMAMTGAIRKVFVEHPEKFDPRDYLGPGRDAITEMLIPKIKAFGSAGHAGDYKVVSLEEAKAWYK
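40 nM FBPA preincubated 10 min at RT with compound (up to 57.5 uM final), then substrate plus GAPDH/TPI/NAD/arsenate coupling and diaphorase/resazurin added. Fluorescence read after 20 min at RT, 525/598 nm.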
AMA1 RON2 block: inhibitors of Plasmodium falciparum AMA1-RON2 interaction. AlphaScreen AMA1-biotinylated RON2 peptide binding. Potency, µM (top dose mostly 58.2 µM), for inactives: at the top dose activity change, negative = inhibition, actives largely listed as inhibitors. actives 0.2% (n = 360,000);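 further: potency means the concentration at half of the fitted maximal effect; 0% = vehicle wells and -100% = peptide control; nearly all actives have a fitted effect of over 45% in size; some results filed as inactive show a strong effect at the top dose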
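AMA1 (3D7) with his tag at 25 nM final met compounds first, then biotinylated RON2 peptide at 25 nM; detection used donor plus acceptor beads, 10 µg/mL apiece, read by AlphaScreen after 30 min at room temperature.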
HCV inhibitor: blocks hepatitis C virus. AID 651820. Potency, µM (series often up to 41.8 µM), without a hit: at the highest dose activity change, negative = inhibition, most hits filed as inhibitors. Huh7.5.1 HCVcc-Cre infection, luciferase reporter, 44 h. actives 3.4% (n = 340,000); further: potency means the concentration at half of the fitted maximal effect
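Luciferase read-out (15 sec integration) after a 15 min room-temperature substrate step quantifies HCVcc-Cre infection. Cells, 1,000 per well, had compound added 4 h post-plating, then virus at ~0.5 moi, and were cultured 44 h.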
HCMV antiviral: human cytomegalovirus inhibition | activity change, negative = inhibition, % at 57.5 µM | AID 1259415 | actives 4.5% (n = 410,000) | HFF cells, HCMV-luciferase reporter, 72 h; active compounds read low; in the data active means activity change below about -60%; inconclusive means no clear call, values can overlap the other calls; inactive means above about -39%
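Steps: HFFs plated, 16 h 37C; compounds added; HCMV-luciferase added to MOI 1 PFU/cell; 72 h 37C; OneGlo reagent, 5 min room temperature; luminescence read, normalized to controls.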
AmpC inh detg: inhibitors of E. coli AmpC beta-lactamase with detergent; AID 485294; actives 0.041% (n = 370,000); Potency, µM (series often up to 114 µM), for the others: at the top dose activity change, negative = inhibition, hits mostly inhibitors; AmpC hydrolysis of nitrocefin, absorbance 480 nm, 0.01% Triton; P00811;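 further: potency means the concentration at half of the fitted maximal effect; 0% = no-compound wells and -100% = no-enzyme wells; nearly all actives have a fitted effect of over 25% in size; some results filed as inactive show a strong effect at the top dose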
Target sequence (P00811 whole entry, looked up): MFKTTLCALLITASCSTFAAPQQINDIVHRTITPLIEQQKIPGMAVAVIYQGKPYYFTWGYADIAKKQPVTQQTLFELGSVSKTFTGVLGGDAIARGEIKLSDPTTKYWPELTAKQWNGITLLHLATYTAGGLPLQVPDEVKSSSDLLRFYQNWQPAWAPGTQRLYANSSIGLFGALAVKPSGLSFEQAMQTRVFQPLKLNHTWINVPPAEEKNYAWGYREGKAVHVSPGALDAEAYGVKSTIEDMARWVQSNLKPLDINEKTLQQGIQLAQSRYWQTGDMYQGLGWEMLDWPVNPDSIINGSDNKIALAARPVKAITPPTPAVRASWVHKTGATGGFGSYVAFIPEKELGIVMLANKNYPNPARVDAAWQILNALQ
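20 mM phosphate pH 7.0 + 0.01% (detergent screen) or 0.0001% Triton X-100; 5.3 nM AmpC reagent; cpd preinc 15 min RT; nitrocefin (800 uM stock) to start; A480 q20 s × 4 min; Activity was normalised to no-enzyme and no-compound control wells.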
Sm TGR inh: S. mansoni TGR enzyme inhibition; purified TGR, DTNB reduction, TNB absorbance 405 nm; Potency, µM (highest dose often 114 µM), without a hit: top-dose activity change, negative = inhibition, hits mostly inhibitors; actives 3% (n = 360,000); AID 485364; further: potency means the concentration at half of the fitted maximal effect; nearly all actives have a fitted effect of over 60% in size
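Kinetic colorimetric format: TGR-catalysed, NADPH-driven DTNB reduction monitored via TNB absorbance. Enzyme dispensed at 20 nM; compound exposure 15 min at room temperature before reaction start.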
* hit, by the source's call; ? = inconclusive; nt = not tested or not shown; & = joins results of further samples; [ ] = remark or other dose. Unless noted, the call rests on the fitted dose curve; in most records, active means well fitted curve in the direction sought with a large enough effect; inconclusive means small, poorly fitted or top-dose-only effect, or another doubt; inactive means no such curve, though single readings can be large; an effect the other way counts as inactive or inconclusive. Unless noted, on the % scale 0 is the no-effect control and ±100 the full control effect.

molecule,FBPA Giardia inh,AMA1 RON2 block,HCV inhibitor,HCMV antiviral,AmpC inh detg,Sm TGR inh
COC(=O)CC(NS(=O)(=O)c1cccs1)c1cccc2ccccc12 (stereo not given),-2%,-5%,11%,41,1%,-1%
CN(C)c1ccc(C=NCC2COc3ccccc3O2)cc1 (stereo not given),0%,-7%,14%,-2,8%,12%
CCCc1[nH]n(-c2ccc(F)cc2)c(=O)c1C=Nc1cccc(F)c1,21%,8%,-12%,?,-7%,5%
O=C(Nc1cccnc1)c1ccccc1Oc1ccccc1,-26%,28%,12%,-2,8%,-7%
CC(C)CCSc1nc(N)c(C#N)cc1C#N,-3%,24%,?,?,?,-25%
O=C(Cc1coc2ccc3ccccc3c12)NCc1ccccc1,-1%,-11%,10µM*,-7,?,-17%
CCOc1cc2[nH]c(=O)n(CCCCC(=O)N3CCN(c4ccccc4)CC3)c(=O)c2cc1OCC,nt,nt,nt,-7,-2%,2%
Cc1cc2c(cc1NS(=O)(=O)c1ccc(NC(=O)CC(C)C)cc1)n(C)c(=O)c(=O)n2C,nt,nt,nt,-11,-3%,-4%
Cc1nnc(NC(=O)c2ccccc2)s1,nt,nt,nt,82,-1%,?
COc1ccc([N+](=O)[O-])cc1NC(=O)CSc1nncn1-c1ccccc1,-16%,-2%,1%,-26,1%,-22%

New compounds follow.
molecule,FBPA Giardia inh,AMA1 RON2 block,HCV inhibitor,HCMV antiviral,AmpC inh detg,Sm TGR inh
Cc1nc2ccc(NC(=O)N(C)c3ccccc3)cc2s1,2%,-14%,16%,36,?,0%
CCCCOC(=O)CSc1n[nH]c(=O)[nH]c1=O,-7%,1%,0%,28,1%,-1%
C=CCOc1ccccc1/C=N/O,-5%,5%,6%,7,-1%,-31%
COCCNC(=S)N/N=C(\C)c1ccccc1O,15%,64%[activator],?,-11,-1%,-5%
Cc1ccc([N+](=O)[O-])cc1S(=O)(=O)Nc1cccc(S(=O)(=O)Nc2ccccc2C(=O)O)c1,nt,10%,22%,26,nt,nt
COc1ccc(-c2nc(CN(C)C(C)c3ccon3)c(C)o2)c(C)c1C (stereo not given),-1%,-18%,10µM*,?,5%,3%
CC(C)OCCCN(C)C1CCN(S(=O)(=O)c2ccc(-c3ccc(=O)[nH]n3)s2)CC1,-5%,0%,10%,23,-15%,-7%
O=C(COC(=O)c1ccco1)Nc1nc2ccccc2s1,-11%,6%,19%,15,-15%,8%
O=C(Nc1cc(C(F)(F)F)ccc1N1CCOCC1)c1ccccc1F,nt,0%,?,-6,3%,8%
C#CCOc1c(Cl)cc(C2C3=C(CCCC3=O)N(CC(=O)O)C3=C2C(=O)CCC3)cc1OC,6%,23%,17%,-3,-15%,-6%

(cont.)
molecule,FBPA Giardia inh,AMA1 RON2 block,HCV inhibitor,HCMV antiviral,AmpC inh detg,Sm TGR inh
CCOC(=O)c1cc2c(c(CCO)n1)[C@H](CCO)N(S(=O)C(C)(C)C)C2 (stereo not given in full),nt,6%,-17%[8.37 µM],-12,nt,nt
Nc1nc2c(nc(N3CCCCC3)n2[C@@H]2O[C@H](CO)[C@@H](O)[C@H]2O)c(=O)[nH]1,12%,-1%,8%,15,-8%,0%
CC(C)NC(=S)Nc1ccc(S(=O)(=O)Nc2ncccn2)cc1,-14%,-1%,3%,-20,5%,-15%
CCOc1ccc(OCCOCCNCCOC)cc1,-19%,-26%,-2%,-37,-5%,6%
Cc1ccc(S(=O)(=O)NNC(=O)CC#N)cc1,1%,99%[activator],11%,11,7%,5%
CC(C)CC1Nc2ncnc(N3CCN(c4ccccc4)CC3)c2N(Cc2ccccc2)C1=O (stereo not given),nt,1%&-11%,?,-38,-15%,?
COc1ccc(C(=O)C2CCCN(C(=O)C3CCOCC3)C2)cc1OC (stereo not given),10%,12%,0%,30,-4%,-10%
O=C(Nc1ccc(OC(F)(F)F)cc1)C1CCN(S(=O)(=O)c2cccs2)CC1,nt,nt,nt,-88*,-2%,2%
Cc1cccc(C)c1Nc1c(-c2ccccn2)nc2ccccn12,-8%,-57%,10µM*,-97*,5%,9%
CCOC(=O)N1CCN(C(=O)c2cc(-c3ccc(OCC)cc3)nc3ccccc23)CC1,0%,0%,?,120,-6%,5%

Additional structures follow.
molecule,FBPA Giardia inh,AMA1 RON2 block,HCV inhibitor,HCMV antiviral,AmpC inh detg,Sm TGR inh
O=C1Nc2ccc(Br)cc2/C1=C/C(=O)c1ccccc1,nt,-11%,2%,?,nt,nt
Cc1ccc(NC(=S)NCc2ccc3c(c2)OCO3)c(C)c1,9%,37%[activator],-28%,-6,1%,1%
O=C(CCC(NC(=O)OCc1ccccc1)C(=O)OCC(=O)N1CCCCC1)OCC(=O)N1CCCCC1 (stereo not given),1%,12%,1%,18,0%,-16%
CCc1cc2c(NCC3CCCO3)nc(C)nc2s1 (stereo not given),8%,1%,?,-19,-1%,-24%
O=C(CCS(=O)(=O)c1ccccc1)Nc1ccc(-c2nc3ccccc3s2)c(O)c1,7%,16%,-14%,0,-3%,4%
CCN(C(=O)CCS(=O)(=O)c1cccc2nonc12)c1ccc(C)c(C)c1,3%,0%,9%,-19,-13%,40µM*
Cc1cccn2c(=O)nc(SCC(=O)NC3CCCC3)nc12,nt,20%,12%,-16,-15%,5%
O=C(COC(=O)c1ccc(O)cc1)Nc1ccc(Cl)cc1,-6%,4%,-3%,21,1%,0%
N[C@@H](Cc1cc(I)c(O)c(I)c1)C(=O)O,-5%,-10%,2%[8.37 µM],12,-14%,-1%
CC(=O)Nc1ccc(NC(=O)C2CCN(S(=O)(=O)c3cccc4nonc34)CC2)cc1,2%,-4%,4%,-25,-1%,-21%

Other records:
molecule,FBPA Giardia inh,AMA1 RON2 block,HCV inhibitor,HCMV antiviral,AmpC inh detg,Sm TGR inh
Cc1ccc(C(=O)N=c2sccn2C)cc1C,nt,5%,-2%,192,6%,0%
C[C@H](CO)N1C[C@H](C)[C@@H](CN(C)C(=O)Nc2ccc(C(F)(F)F)cc2)Oc2c(NC(=O)C3CCCCC3)cccc2C1=O,nt,-2%,-23%,16,nt,nt
CCN1C=C(C(C)=O)C(=O)CC1,nt,-2%,17%,-25,nt,nt
Cc1ccc(C)c(Cn2c3ccccc3c3cnn(CC(=O)NC4CCC(C)CC4)c(=O)c32)c1 (stereo not given),nt,nt,nt,-12,18%,-9%
NNC(=O)c1nc(-c2ccccc2)n2c1CCCCC2,10%,17%,14%,-34,-9%,2%
COc1ccccc1N1CCN(CC(=O)Nc2cc(F)ccc2C)CC1,-4%,9%,-30%,37,-4%,0%
COc1ccc(CCNC(=O)c2c[nH]n3c(=O)c(Cc4ccccc4Cl)c(C)nc23)cc1OC,nt,nt,nt,59,3%,33%
Cc1cc(C)n(CC(=O)NCc2cc(-c3nn(C)c(=O)c4ccccc34)ccc2C)n1,0%,0%,?,5,?,0%
COc1ccc(-c2cc(C(=O)Nc3cnn(Cc4ccc(F)cc4)c3)no2)cc1OC,nt,nt,nt,-7,21%,-7%
CCCCN(Cc1cc2ccccc2[nH]c1=O)C(=O)c1cccc(Cl)c1,nt,nt,nt,-35,12%,10%

A second format for 2 compounds above.
Each structure is followed by: FBPA Giardia inh, AMA1 RON2 block, HCV inhibitor, HCMV antiviral, AmpC inh detg, Sm TGR inh
- Cc1ccc(C)c(Cn2c3ccccc3c3cnn(CC(=O)NC4CCC(C)CC4)c(=O)c32)c1 (stereo not given)
→ nt, nt, nt, -12, 18%, -9%
- NNC(=O)c1nc(-c2ccccc2)n2c1CCCCC2
→ 10%, 17%, 14%, -34, -9%, 2%

(next part)
molecule,FBPA Giardia inh,AMA1 RON2 block,HCV inhibitor,HCMV antiviral,AmpC inh detg,Sm TGR inh
O=C(NNC1=C(C(=O)C(F)(F)F)CCC1)c1ccccc1O,-21%,133%[activator],32%[activator],55,4%,-17%
Cc1cnc(CNC(=O)C2CCC(=O)N(CCc3ccc(Cl)cc3)C2)cn1 (stereo not given),18%,9%,10%,36,-17%,-8%
CC(=O)NCC(=O)N[C@@H](CC(=O)OCc1ccccc1)C(=O)OCc1ccccc1,3%,-1%,2%,-10,-2%,13%
COc1cc(/C=C/CN2CCC(Oc3ccc(C(=O)N4CCCC4)cc3)CC2)ccc1O,-6%,-11%,?,-38,?,18µM*
O=C(c1cnn2c(C(F)(F)F)cc(-c3ccco3)nc12)N1CCCCCC1,1%,3%,8%,-1,-1%,?
CCc1c(C(=O)Nc2ccccc2)c(C)[nH]c(=S)c1C#N,8%,-4%,-1%,15,?,?
CCOc1ccc(NS(=O)(=O)c2ccc(NC(=O)[C@@H]3CCCC[C@@H]3C(=O)O)cc2)cc1,24%,-2%,1%,-24,-14%,4%
CCOc1ccc(C(=O)Nc2cnn(Cc3ccc(Cl)c(Cl)c3)c2)cc1,-11%,3%,13µM*,-70*,-1%,-18%
COc1cc(NC(=O)c2cc3ccccc3o2)c(OC)cc1Cl,1%,15%,-9%,129,-24%,12%[11.4 µM]
CCn1cc2nc(SCc3cccc(C(F)(F)F)c3)n(Cc3ccc(Cl)cc3)c(=O)c2n1,nt,nt,nt,-34,2%,21%

Other entries
molecule,FBPA Giardia inh,AMA1 RON2 block,HCV inhibitor,HCMV antiviral,AmpC inh detg,Sm TGR inh
O=C1CSC(c2cccnc2)N1c1ccc(F)cc1 (stereo not given),1%,4%,9%,-25,0%,-25%
CCN(C(=O)CN1C(=O)S/C(=C\c2cccc(OC)c2)C1=O)C1CCS(=O)(=O)C1 (stereo not given),nt,27%,20%,?,0%,-8%
CC(C)C[C@@H]1NC(=O)[C@H](Cc2ccc(O)cc2)NC(=O)[C@H](CCC(N)=O)NC(=O)c2cc([N+](=O)[O-])cc(I)c2NCC[C@@H](C(N)=O)NC1=O,-26%,nt,6%[8.37 µM],nt,?,?
CCOC(=O)c1ccc(NC(=S)NCCc2ccc(OC)c(OC)c2)cc1,-13%,-3%,-32%,-8,-7%,?
O=C(O)C(Cc1ccccc1)N1C(=O)/C(=C/c2ccccc2)SC1=S (stereo not given),9%,-4%,23%,-11,-5%,-3%
CC(C)c1ccc(S(=O)(=O)NC2CCS(=O)(=O)C2)cc1 (stereo not given),nt,0%,-6%,nt,-4%,17%
CC(CC(=O)NNC(=O)c1cccc(Cl)c1)c1ccccc1 (stereo not given),-4%,105%[activator],0%,-35,-5%,-10%
CN(CC(=O)Nc1ccc(Cl)c(Cl)c1)C(=O)C1CCCC1,nt,7%,-24%,-22,-1%,-5%
Nc1nnc(CC(c2ccccc2)c2ccccc2)s1,2%,2%,5%,-34,-2%,-8%
Cc1cccc(Cn2c(CNC(=O)c3ccccc3)nc3ccccc32)c1,nt,nt,nt,0,12%,10%

Carrying on:
molecule,FBPA Giardia inh,AMA1 RON2 block,HCV inhibitor,HCMV antiviral,AmpC inh detg,Sm TGR inh
Cc1ccc(C#N)c(SCc2cccc(Br)c2)n1,nt,34%[activator],-11%,-27,nt,nt
COc1ccc(N2CC(NC(=O)N(C)CCC#N)CC2=O)cc1 (stereo not given),5%,-3%,6%,-25,-2%,1%
Cc1noc(NS(=O)(=O)c2ccc(NC(=O)CCN3C(=O)c4ccccc4C3=O)cc2)c1C,13%,5%,-2%,10,12%,nt
COc1ccc(Cn2c(=O)[nH]c3cc(C(=O)N4CCN(c5cccc(OC)c5)CC4)ccc3c2=O)cc1,nt,nt,nt,-9,7%,34%
COc1cc(C)c(Cl)cc1S(=O)(=O)N1CCCC1,-3%,14%,-8%,-7,-3%,nt
